Screens: PubChem BioAssay, National Center for Advancing Translational Sciences (NCATS)
GLS inh: blocks human kidney-isoform glutaminase activity | O94925 | GLS enzymatic activity, qHTS titration | Potency, µM (titrated, usually from 45.5 µM), for inactives: at the top dose activity change, negative = inhibition, usual class: inhibitors | 0.21% of 410,000 active; note: potency is the fitted concentration of half-maximal effect; % is set by controls: 0 for no effect and ±100 for the full control effect
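Enzyme dispensed in phosphate buffer (45 mM, pH 8.2, 0.02% Tween-20), compounds pinned in, then 1 mM L-glutamine solution and the glutamate oxidase–HRP–Amplex Red mix added; fluorescence read immediately and again after 30 min at room temperature.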
HP1b binding inh: blocks HP1-beta chromodomain binding to methylated histone tails. P83916. AlphaScreen HP1-beta / biotin-H3K9me3 peptide binding. Potency, µM (doses to about 114 µM), for the others: top-dose activity change, negative = inhibition, most hits filed as inhibitors. 0.56% of 390,000 active. AID 540317; note: potency is the fitted concentration of half-maximal effect; nearly all actives have a fitted effect of over 70% in size; inactives centre near 23
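HP1-beta protein (50 nM final) preincubated 30 min at room temperature with biotinylated H3(1-18)K9me3 peptide (50 nM) in PBS pH 7.4, 0.01% Tween-20, then compound added for 30 min. AlphaScreen streptavidin donor/nickel chelate acceptor beads (10 ug/mL final), 30 min dark, luminescence read.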
mIDH1 inhibitor: inhibitors of human mutant IDH1 R132H | O75874 | IDH1-R132H enzyme, NADPH consumption, diaphorase/resazurin fluorescence | Potency, µM (doses to about 76.6 µM), without a hit: at the highest dose activity change, negative = inhibition, actives largely listed as inhibitors | 0.093% of 390,000 active | AID 602179; note: potency is the fitted concentration of half-maximal effect; % is set by controls: 0 for no effect and ±100 for the full control effect; nearly all actives have a fitted effect of over 65% in size
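IDH1-R132H (0.5 ug/mL dispensed) in pH 7.5 Tris buffer was preincubated 30 min with compound, then given a substrate mix of 0.016 mM NADPH and 2 mM alpha-KG for 80 min at room temperature; remaining NADPH was read by diaphorase/resazurin fluorescence.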
PI4K2A inh: inhibitors of human PI4K2A | purified PI4K2A, ADP-Glo luminescence, 1 h; stronger effect = lower value | activity change, negative = inhibition, % at 76.9 µM | 0.13% of 420,000 active | AID 1346378; in the data active = activity change below about -50%; inconclusive = mostly about -30% to -49%;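 note: -100% = wells without enzyme as full effect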
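In this quantitative HTS, ADP production by PI4K2A was quantified luminescently after 1 h at ambient temperature; 100 microM adenosine served as plate-quality control.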
PGK inhibitor: inhibitors of T. brucei phosphoglycerate kinase. PGK/GAPDH coupled, Kinase-Glo luminescence, 60 min. Potency, µM (doses to about 57.5 µM), without a hit: at the highest dose activity change, negative = inhibition, usual class: inhibitors. 0.043% of 380,000 active; note: potency is the fitted concentration of half-maximal effect; % is set by controls: 0 for no effect and ±100 for the full control effect; nearly all actives have a fitted effect of over 60% in size
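Recombinant glycosomal PGK reaction used 1,3-bisphosphoglycerate generated in-well by GAPDH (100nM final) in 100mM TEA pH 7.6, 5mM MgCl2, 0.01% Tween-20. After 60 minutes at room temperature, ATP was read by Kinase-Glo Plus luminescence end-point.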
USP1 inh: blocks the human USP1/UAF1 deubiquitinase complex | Potency, µM (top dose mostly 57.1 µM), for inactives: at the highest dose activity change, negative = inhibition, usual class: inhibitors | AID 743255 | 0.23% of 390,000 active | recombinant USP1/UAF1, Ub-Rhodamine cleavage fluorescence; note: potency is the fitted concentration of half-maximal effect; % is set by controls: 0 for no effect and ±100 for the full control effect; nearly all actives have a fitted effect of over 60% in size; inactives centre near -12
Target sequence (O94782 whole entry, looked up): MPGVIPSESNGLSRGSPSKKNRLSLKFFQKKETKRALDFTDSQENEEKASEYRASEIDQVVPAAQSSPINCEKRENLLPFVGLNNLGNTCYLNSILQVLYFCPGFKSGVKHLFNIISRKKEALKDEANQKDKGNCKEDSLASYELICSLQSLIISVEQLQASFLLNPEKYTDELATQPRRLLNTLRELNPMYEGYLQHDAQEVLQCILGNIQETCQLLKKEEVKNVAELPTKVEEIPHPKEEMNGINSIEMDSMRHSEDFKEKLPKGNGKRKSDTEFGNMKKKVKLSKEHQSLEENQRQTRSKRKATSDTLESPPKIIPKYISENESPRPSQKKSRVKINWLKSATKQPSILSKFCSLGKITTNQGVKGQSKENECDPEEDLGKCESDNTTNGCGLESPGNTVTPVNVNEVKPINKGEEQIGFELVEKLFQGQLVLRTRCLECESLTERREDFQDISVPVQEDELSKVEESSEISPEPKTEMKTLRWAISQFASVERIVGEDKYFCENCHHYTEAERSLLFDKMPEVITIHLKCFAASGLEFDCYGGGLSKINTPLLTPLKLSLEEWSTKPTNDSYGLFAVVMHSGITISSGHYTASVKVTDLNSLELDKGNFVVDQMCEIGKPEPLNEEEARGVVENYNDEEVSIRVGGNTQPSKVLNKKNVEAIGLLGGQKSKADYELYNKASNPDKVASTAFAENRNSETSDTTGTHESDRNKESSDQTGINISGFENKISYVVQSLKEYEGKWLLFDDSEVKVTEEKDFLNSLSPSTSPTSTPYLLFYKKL
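Step one: compound is pinned into 1nM USP1/UAF1 in HEPES pH 7.8 buffer with TCEP. Step two: 15 min room-temperature incubation. Step three: Ub-Rho (150nM final) starts cleavage, tracked by fluorescence over six one-minute reads.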
rTrxR1 inhibitor: rat TrxR1 inhibition; O89049; recombinant rTrxR1, NADPH fluorescence consumption, selenite substrate; Potency, µM (doses to about 114 µM), without a hit: at the top dose activity change, negative = inhibition, actives largely listed as inhibitors; 1% of 390,000 active; AID 588453; note: potency is the fitted concentration of half-maximal effect; % is set by controls: 0 for no effect and ±100 for the full control effect; nearly all actives have a fitted effect of over 65% in size
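Rat TrxR1 (90 nM in the dispensed reagent) was pre-reduced with 400 uM NADPH for 5 min at room temperature, then incubated with compound for 15 min. After 400 uM selenite was added, NADPH fluorescence (Ex 340/Em 450 nm) was followed for 8 min.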
TrxR1 substrate: substrates of rat thioredoxin reductase 1 | purified TrxR1 substrate turnover, NADPH consumption readout | Potency, µM (titrated, usually from 114 µM), for the others: at the highest dose activity change, negative = substrate turnover | AID 588456 | 0.01% of 390,000 active | O89049; note: potency is the fitted concentration of half-maximal effect; % is set by controls: 0 for no effect and ±100 for the full control effect; nearly all actives have a fitted effect of over 50% in size
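Rat TrxR1, dispensed at 90 nM, was prereduced with 400 uM NADPH (final) for 5 min at ~22 deg C, then incubated with compound 15 min before 400 uM selenite. A first-read NADPH fluorescence drop versus no-compound background flagged substrates.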
Pin1 inh: inhibitors of human Pin1; Potency, µM (doses to about 115 µM), inactives show at the top dose activity, negative = inhibition, usual class: inhibitors; Pin1 FP peptide displacement, HiFluor488, 10 min; 0.009% of 390,000 active; active = well fitted inhibition curve with a large enough effect in the polarisation, with a control signal flat, not every such curve was filed as active; inconclusive = small, poorly fitted or top-dose-only effect, or effect the other way, or a change in a side signal; inactive = no such curve, though single readings can be large or run the other way; the % refers to the polarisation; note: potency is the fitted concentration of half-maximal effect; % is set by controls: 0 for no effect and ±100 for the full control effect
Target sequence (Q13526 whole entry, looked up): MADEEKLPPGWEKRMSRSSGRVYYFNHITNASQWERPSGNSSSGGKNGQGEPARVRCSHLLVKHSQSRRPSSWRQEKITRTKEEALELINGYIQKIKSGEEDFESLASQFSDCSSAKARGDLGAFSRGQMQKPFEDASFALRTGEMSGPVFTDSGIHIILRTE
Numbers without * were called inactive; i = inactive; ? = inconclusive; / = no result given; & = joins results of further samples; [ ] = remark or other dose. Unless noted, calls come from the whole dose curve; as a rule, active = well fitted curve in the direction sought with a large enough effect; inconclusive = small, poorly fitted or top-dose-only effect, or another doubt; inactive = no such curve, though single readings can be large; an effect the other way counts as inactive or inconclusive. This is a subset. The share of hits here may be higher or lower than overall.

1	Cc1cn([C@H]2C[C@H](O)[C@@H](CNCc3ccc(CN(C)S(C)(=O)=O)o3)O2)c(=O)[nH]c1=O
2	CCN(CCCc1ccccc1)CCCc1ccccc1
3	COC(=O)C1=C(C(=O)OC)[N+]2=C3N(C(=O)NC2(C)C)[C@H](CO)C[C@@]32c3ccccc3N(Cc3ccccc3)[C@@H]12
4	CCc1c(C#N)sc(C(N)=O)c1CC
5	COc1ccc(NC(=O)CSC2=Nc3ccccc3C3=NC(CCC(=O)NC4CCCCC4)C(=O)N23)cc1 (configuration not stated)
6	CN(C(=O)COC(=O)COc1ccc(N(C)S(=O)(=O)c2ccc(Cl)cc2)cc1)c1ccccc1
7	C=CCNC(=S)N/N=C/c1cccc([N+](=O)[O-])c1
8	COC(=O)c1ccc2c(=O)[nH]c(CSc3nc(-c4ccc(F)cc4)cs3)nc2c1

entry no. | 1 | 2 | 3 | 4 | 5 | 6 | 7 | 8
GLS inh | 1% | 6% | 6% | 4% | -10% | -3% | 21% | 3%
HP1b binding inh | / | -9% | -10% | 43%[activator] | 33% | 58%[activator] | 7% | 6%
mIDH1 inhibitor | -1% | 6% | 10% | 0% | 7% | 7% | -11% | -3%
PI4K2A inh | -1 | 0&-2 | -4 | -1 | 3 | -1 | 5 | -1
PGK inhibitor | -10% | 2% | -8% | 9% | -8% | -4% | -1% | i
USP1 inh | ? | 14% | ? | -1% | -15% | -22% | -20% | -2%
rTrxR1 inhibitor | / | 10% | 30% | 12%[57.1 µM] | 8%[57.1 µM] | 49% | -6%[57.1 µM] | 11%[57.1 µM]
TrxR1 substrate | / | -5% | 6% | 4% | -1%[57.1 µM] | 10% | -4%[57.1 µM] | 4%[57.1 µM]
Pin1 inh | / | ? | ? | -2% | -6% | 40%[activator] | -2% | 4%

9	O=S(=O)(Nc1cccc2ncccc12)c1cccs1
10	CCOc1ccc(OCC)c(NC(=O)CSc2nnnn2CC)c1
11	COc1ccccc1/C=N/N1CCN(Cc2ccccc2Cl)CC1
12	CC(C)(C)OC(=O)C[C@@H]1C/C=C\C[C@H](CC(=O)N(CCO)Cc2ccccc2)C(=O)N2CCC[C@@H]2COC1=O
13	O=C(NCc1ccccc1Cl)c1ccc2c(c1)N(Cc1ccccc1)C(=O)c1ccccc1S2
14	Cc1ccc(-c2onc3ccc(C4(C)OCCO4)cc23)cc1
15	COc1ccc(-n2nc(C(=O)O)c3ccccc3c2=O)c(OC)c1
16	CCOCCCN(C)C1CCN(C(=O)c2oc3ccccc3c2NC(=O)Cc2ccc(F)cc2)CC1

entry no. | 9 | 10 | 11 | 12 | 13 | 14 | 15 | 16
GLS inh | 1% | 3% | -13% | -1% | -5% | 6% | 9% | 8%
HP1b binding inh | 31% | 33%[activator] | ? | 19% | 58%[activator] | 55%[activator] | 35% | 13%
mIDH1 inhibitor | 20% | -2% | 4% | 6% | 11% | 1% | -2% | -12%
PI4K2A inh | -5 | -3 | -1 | 1 | -3 | -11 | 1 | 7
PGK inhibitor | -6% | -4% | 10% | -7% | i | 3% | 11% | 5%
USP1 inh | -14% | 5% | -19% | -23% | ? | -4% | 5% | -3%
rTrxR1 inhibitor | -14% | 21%[57.1 µM] | 7%[57.1 µM] | 28% | 30%[57.1 µM] | -20% | 5% | -1%
TrxR1 substrate | -9% | 11%[57.1 µM] | 8%[57.1 µM] | 8% | 6%[57.1 µM] | 1% | 7% | -2%
Pin1 inh | -2% | -3% | -1% | -2% | 43%[activator] | -15% | 5% | 2%

17	O=C1CC2(CCN(C(=O)c3ccccc3Cl)CC2)Oc2ccccc21
18	COc1ccc(CNC(=O)C2CCN(S(=O)(=O)c3c(C)n[nH]c3C)CC2)cc1
19	NNC(=S)Nc1ccc(Cl)cc1
20	Cc1ccc(C)c(-n2c(-c3cccnc3)n[nH]c2=S)c1
21	COc1ccc(S(=O)(=O)N2CCC(C(=O)NCc3ccncc3)CC2)cc1Cl
22	O=C(NC1CC1)c1cccc(Br)c1
23	COc1ccc(NC(=O)CN(c2ccccc2)S(=O)(=O)c2ccccc2)c(OC)c1
24	CC1=NN(C(C#N)c2ccccc2O)C(C)(C)C1 (configuration not stated)

entry no. | 17 | 18 | 19 | 20 | 21 | 22 | 23 | 24
GLS inh | 1% | 9% | ? | 15% | 10% | 1% | 12% | -16%
HP1b binding inh | 31% | 23% | -2% | 8% | 15% | 33% | 17% | 14%
mIDH1 inhibitor | -11% | 2% | 0% | -9% | 6% | 3% | -2% | 12%
PI4K2A inh | -4 | -3 | -2 | 4 | -6 | 3 | 3 | 1
PGK inhibitor | -2% | 8% | -5% | 0% | -4% | i | 3% | -1%
USP1 inh | -7% | 7% | -5% | -18% | -6% | -15% | 4% | -5%
rTrxR1 inhibitor | 0% | 2%[57.1 µM] | 6%[57.1 µM] | -21%[57.1 µM] | 2% | 9% | 22% | 14%[57.1 µM]
TrxR1 substrate | 11% | 4%[57.1 µM] | 9%[57.1 µM] | -2%[57.1 µM] | -3% | 1% | -2% | 7%[57.1 µM]
Pin1 inh | 3% | 4% | -4% | -10% | 1% | -3% | 2% | 4%

25	COc1ccc(CNC(=O)CCc2c(C)nn(-c3ccc(N4CCOCC4)nn3)c2C)c(OC)c1
26	O=C(CSc1nnc(-c2ccccc2)n1Cc1ccco1)Nc1ccc2c(c1)OCCO2
27	CCn1c(-c2ccccc2O)n[nH]c1=S
28	CN(c1ccccc1)c1cc(Br)nc(Br)c1
29	COc1ccc(S(=O)(=O)Nc2ccc3c(c2)OCO3)cc1Cl
30	CC(=O)c1sc(-c2ccccc2)cc1N
31	CCCCNc1nnc(SCC(=O)N2CCN(S(=O)(=O)c3ccc4ccccc4c3)CC2)s1
32	O=C(CSc1ccsc1[N+](=O)[O-])NCCc1ccccc1

entry no. | 25 | 26 | 27 | 28 | 29 | 30 | 31 | 32
GLS inh | 2% | 12% | -5% | 2% | -3% | -6% | -2% | -6%
HP1b binding inh | -4% | -1% | 29% | 80%[activator] | 18% | 12% | 33% | 19%
mIDH1 inhibitor | 14% | -1% | 3% | 11% | 0% | 9% | 2% | 18%
PI4K2A inh | 0 | 2 | -10 | 1 | -2 | 4 | 7 | 0
PGK inhibitor | -7% | -3% | i | -11% | i | -5% | -5% | -3%
USP1 inh | -12% | -7% | -6% | -9% | -8% | -1% | -24% | -5%
rTrxR1 inhibitor | 1%[57.1 µM] | ? | -18%[57.1 µM] | 3%[57.1 µM] | -3% | 20%[11.4 µM] | 16%[57.1 µM] | -34%
TrxR1 substrate | -1%[57.1 µM] | -4% | 4%[57.1 µM] | 5%[57.1 µM] | -8% | 8%[11.4 µM] | 7% | -10%
Pin1 inh | 1% | 2% | 0% | -3% | -3% | 2% | 1% | 0%

33	COC(=O)Cc1c(C)c2cc(Cl)c(OC(=O)c3ccco3)cc2oc1=O
34	Cc1ccc(S(=O)(=O)/N=C(/Nc2ccc(F)cc2F)c2ccccc2)cc1
35	Fc1ccc(F)c(CNc2ncnc3cc(Cl)ccc23)c1
36	Cc1cc(NC(=O)CC(C)C)c(=O)n(Cc2ccccc2F)c1
37	CCOC(=O)c1c(NC(=O)c2ccc(S(=O)(=O)N3CCOCC3)cc2)sc2c1CCN(C)C2
38	CCCCC(=O)Nc1ccc(C(=O)NNC(=O)c2ccc(C)c(Br)c2)cc1
39	Cc1ccc(CCNC(=O)CCn2ccc3cc(S(=O)(=O)N4CCCC4)ccc32)cc1
40	COc1ccc(CC2(CO)CCN(Cc3cccc4nccnc34)CC2)cc1
41	COC(=O)C(C)N(C(=O)c1ccc(Cl)cc1)c1c(C)cccc1C (configuration not stated)

entry no. | 33 | 34 | 35 | 36 | 37 | 38 | 39 | 40 | 41
GLS inh | -4% | -2% | 1% | -1% | 15% | 1% | 3% | -5% | -9%
HP1b binding inh | 67%[activator] | 25% | 22% | 46%[activator] | 16% | -10% | 46%[activator] | 10% | 28%
mIDH1 inhibitor | 1% | -16% | -12% | 17% | 4% | 22% | -7% | -1% | 13%
PI4K2A inh | 8 | 3 | 2 | -7 | 1 | -18 | 6 | 3 | 2
PGK inhibitor | 1% | -6% | 0% | -5% | -2% | -13% | -1% | i | -8%
USP1 inh | -28% | -21% | -13% | ? | -5% | -9% | -2% | -6% | -5%
rTrxR1 inhibitor | ? | 23% | 13% | -20% | 0% | 1%[57.1 µM] | 28%[57.1 µM] | 27%[57.1 µM] | 1%[57.1 µM]
TrxR1 substrate | 281%[activator] | 0% | -5% | 14% | -3% | 3%[57.1 µM] | 8%[57.1 µM] | 7%[57.1 µM] | -1%[57.1 µM]
Pin1 inh | ? | 0% | -6% | 4% | 20% | 27% | 3% | 1% | 7%

Limited to TrxR1 substrate (5 entries from above):
no.	SMILES	TrxR1 substrate
34	Cc1ccc(S(=O)(=O)/N=C(/Nc2ccc(F)cc2F)c2ccccc2)cc1	0%
35	Fc1ccc(F)c(CNc2ncnc3cc(Cl)ccc23)c1	-5%
36	Cc1cc(NC(=O)CC(C)C)c(=O)n(Cc2ccccc2F)c1	14%
37	CCOC(=O)c1c(NC(=O)c2ccc(S(=O)(=O)N3CCOCC3)cc2)sc2c1CCN(C)C2	-3%
38	CCCCC(=O)Nc1ccc(C(=O)NNC(=O)c2ccc(C)c(Br)c2)cc1	3%[57.1 µM]
